Compound activity (PubChem)
MT stabilize HCS = microtubule stabilization, imaging screen; actives 0.83% (n = 200,000); HeLa tubulin immunostaining HCS, 24 h; share of cells brighter than vehicle mean+2SD; AID 2205; % tubulin-high responders, % at 10 µM;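 active means plate Z-score above 3 for both tubulin-high and condensed-nucleus cell shares, with cell loss under 80%, at 10 µM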;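 further: anti alpha tubulin signal scored within the nucleus-defined area of each cell; some results filed as inactive read as strong as hits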
HEK293 NOD2/NF-kB = NOD2 signaling inhibitors, cell-based, luminescence, uHTS, HEK293 (AID 1566). HEK293 NOD2/NF-kB luciferase reporter, luminescence; higher % means a stronger effect. one-dose inhibition, % at 4 µM; EC50 in µM for titrated hits. actives 0.63% (n = 290,000); in the data active means inhibition above about 50%; further: many of its hits are not listed in these tables
Yfh1-off respiration = enhancers of respiration in Yfh1-depleted yeast, dose response, Friedreich's ataxia, plus single-dose screen (AID 1465) | S. cerevisiae Yfh1-off respiration, WST-1 reduction, 72 h; higher fold induction means a stronger effect | fold induction at 50 µM; hits with a dose series show EC50 in µM | actives 0.074% (n = 220,000);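 active means fold induction of absorbance versus untreated yeast above a set limit, then at least 30% activation at any dose in follow-up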;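 further: activators that raise dye reduction in frataxin-depleted yeast; strong numbers were not always called active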
Hep lipid drop = modulators of hepatic lipid droplet formation | AML12 mouse hepatocytes, oleate lipid droplets, BODIPY imaging | inhibition, % at 6.5 µM | actives 0.4% (n = 240,000);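 active means lipid droplet intensity inhibited by at least 50%, with more than 500 cells counted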
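Material – mouse AML12 hepatocyte cell line, fixed after treatment · Compound dosing – one dose, 6.5 µM compound · Times – compound with oleate, overnight · Measured by – Image-based BODIPY and DAPI two-channel analysis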
Dynein transport = dynein cargo transport inhibition | 3617.4 mouse cells, GR-EGFP nuclear translocation imaging; test concentration mostly 20 µM; stimulated with dexamethasone, 1 µM; active compounds read low | actives 0.47% (n = 220,000) | z-score, hits read low;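 active means plate z-score of nuclear minus cytoplasmic receptor signal below a set negative limit, without overly bright fluorescence or cell loss, cut at about -3.5 in these data, passing the limit was not always enough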;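 further: z-score of nuclear minus cytoplasmic ring GR-EGFP intensity difference per well; some compounds called inactive have numbers as strong as hits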
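Buffer or medium: tetracycline-free induction medium containing charcoal-stripped FBS / Reagent: dexamethasone agonist, 1.0 µM final, for 30 min / Technique: automated 10x imaging of fixed Hoechst-stained cells / Times: induction 48 h, compound 1 h, agonist 30 min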
Insulin prom up = MIN6 insulin promoter up-regulation; MIN6 insulin promoter-GFP reporter, high-content imaging; active compounds read high; z-score at 5 µM; actives 0.3% (n = 190,000); AID 1625;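 active means z-score above 3 at 5 µM with at least 500 cells counted in the well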
WT yeast gro inh = growth inhibition of WT yeast, mitochondrial fusion screen. mitochondrial fusion phenotypic screen, WT strain. inhibition, % at 10 µM. actives 2.1% (n = 190,000). AID 1362; in the data active means inhibition above about 58%; tested in S. cerevisiae
Autophagy HCS = alters autophagy in cells. MEF GFP-LC3 puncta imaging; test concentration mostly 10 µM. calls only at 10 µM (by protocol). actives 0.98% (n = 190,000);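 active means percentage of spot-positive cells more than 3 SD above its plate mean, without a fluorescence outlier flag or 80% toxicity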;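 further: spot-positive cell cutoff set from DMSO-treated cells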
bCat nuc transl = modulators of beta-catenin nuclear translocation; HeLa beta-catenin nuclear translocation, immunofluorescence imaging; AID 1665; nuclear translocation activity, % at 5 µM; actives 0.3% (n = 190,000);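 active means nuclear translocation activity above 50% at 5 µM, with a well cell count of 50 or more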;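 further: per-cell ratio of nuclear to cytoplasmic median beta-catenin stain intensity; plate controls were DMSO negative control for no effect and GSK-3 inhibitor IX positive control for full effect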
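Read-out: Nuclear/cytoplasmic beta-catenin signal ratio, % activation | Assay system: Human HeLa cell line | Times: 24 h compound exposure at 37°C, 5% CO2 | Signal: Fluorescence imaging of beta-catenin antibody stain plus DAPI | Dosing: 5 µM primary, 0.02–20 µM confirmation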
WT yeast gro inh mutant strain = recorded beside WT yeast gro inh, whose call it bears; inhibition, %; mitochondrial fusion phenotypic screen, mutant strain inhibition
Dynein transport cytoplasmic EGFP = further read-out of Dynein transport, marked with its call; z-score; measured here: cytoplasmic GR-EGFP intensity; active compounds read high
Dynein transport nuclear GR-EGFP = further read-out of Dynein transport, marked with its call; z-score; measured here: nuclear GR-EGFP intensity;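 lower value marks the stronger effect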
Dynein transport cell count = also measured in Dynein transport; calls as there; z-score; measured here: cell count per field
Insulin prom up cell count = further read-out of Insulin prom up, marked with its call; cell count; measured here: cytotoxicity, nuclei count;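 total cells summed across four imaged fields per well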
Hep lipid drop cells 6.5 µM = also measured in Hep lipid drop; calls as there; cell count; measured here: cell count, cytotoxicity flag;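 cells counted across two imaged fields per well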
bCat nuc transl cell count 5 µM = second read-out of bCat nuc transl, no call of its own (marks repeat the call); cell count; measured here: cell count, cytotoxicity flag
MT stabilize HCS Hoechst-high % = further read-out of MT stabilize HCS, marked with its call; % Hoechst-high responders; measured here: nuclear condensation Hoechst responders;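 share of cells brighter than vehicle mean plus two SD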
MT stabilize HCS cytotoxicity % = recorded beside MT stabilize HCS, whose call it bears; toxicity, %; measured here: cytotoxicity by cell density;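 0% = mean cell density of plate MIN control wells and 100% = no cells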
Autophagy HCS cell loss 18 h = further read-out of Autophagy HCS, marked with its call; toxicity, %; measured here: cell loss, nuclei count;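 cell loss after 18 h compound exposure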
* hit, by the source's call; i = inactive; · = not tested or not shown. These rows are one share of the data; count on the stated rates, not on these rows.

Results follow in this order: MT stabilize HCS	MT stabilize HCS Hoechst-high %	MT stabilize HCS cytotoxicity %	HEK293 NOD2/NF-kB	Yfh1-off respiration	Hep lipid drop	Hep lipid drop cells 6.5 µM	Dynein transport	Dynein transport cytoplasmic EGFP	Dynein transport nuclear GR-EGFP	Dynein transport cell count	Insulin prom up	Insulin prom up cell count	WT yeast gro inh	WT yeast gro inh mutant strain	Autophagy HCS	Autophagy HCS cell loss 18 h	bCat nuc transl	bCat nuc transl cell count 5 µM
COCCOc1cc(-n2cccc2)c(Cl)cc1Cl
    1.8	2.6	1.4	17%	i	-2	694	-0.18	-0.25	0.45	-0.26	0.18	1342	-8	-15	i	-7	1.3	979
CCN1c2cccc3cccc(c23)S1(=O)=O
    6.1	2.7	2.8	8%	·	-4	757	0.7	0.084	0.24	-0.46	-0.61	935	-11	5	i	3	1.9	1169
Cn1nnnc1P(=O)(c1ccccc1)c1ccccc1
    3.0	3.2	5.6	15%	i	·	·	-0.12	-0.33	-0.029	-0.2	-0.43	1317	-2	4	i	15	-2.9	992
O=C(Nc1cccc(Cl)c1)Nc1cc(S(=O)(=O)N2CCOCC2)ccc1N1CCCC1
    4.6	3.9	11	-8%	i	-2	614	1.5	-0.13	0.64	-1.1	·	·	2	-11	i	-18	-0.7	868
OCCCCCNc1ncnc2ccccc12
    3.8	1.7	3.3	40%	i	-28	695	-0.95	-0.27	-1.1	0.79	-1.3	666	-4	-6	i	0	-0.8	1094
COc1cc(/C=N/n2cnnc2)ccc1OS(=O)(=O)c1ccccc1[N+](=O)[O-]
    19	2.3	17	-14%	i	0	646	1.5	1	1.2	-1.4	0.54	1320	15	-4	i	15	-0.5	977
O=C(COc1ccccc1)Nc1ncn[nH]1
    ·	·	·	-10%	i	-12	647	-0.78	-0.74	-0.63	0.24	0.4	1075	·	·	·	·	-0.3	1357
O=c1nc(/C=C/c2cccn2-c2ccc([N+](=O)[O-])cc2)cc(C(F)(F)F)[nH]1
    1.9	2.3	3.7	-42%	i	0	761	1.5	-0.056	0.97	-1.6	0.11	1186	18	6	i	14	·	·
COc1ccc(CCNC(=O)C(=O)NCc2ccc(C)cc2)cc1OC
    2.3	2.3	6.1	2%	i	-6	740	-0.34	-0.19	-0.43	0.077	0.06	1997	-4	-7	i	-20	-0.7	1138
COc1ccc(OCC(=O)N/N=C/C2CC=CCC2)cc1 (stereo not drawn)
    3.1	1.9	3.7	17%	i	-4	709	0.39	-0.25	0.4	0.23	0.2	1225	-4	9	i	4	-2.8	1123
CN(C)S(=O)(=O)c1cccc(NC(=O)c2cncc(Br)c2)c1
    2.6	3.5	10	-22%	i	-28	617	1.2	-0.24	0.14	-0.96	-0.05	1274	-11	-15	i	5	1.1	985
COc1ccc(S(=O)(=O)N(C)C)cc1NCC(=O)Nc1ccc(Br)c(C)c1
    2.4	3.0	7.4	10%	i	9	712	2	-0.32	0.14	-1.1	-1.5	1459	1	3	i	0	-3.2	1078
CCOC(=O)c1ccccc1N/C=C/C(=O)c1ccccc1
    3.1	1.2	7.7	·	i	·	·	0.026	-0.18	-0.28	0.45	·	·	·	·	i	9	·	·
CC(=O)c1cccc(N2C(=O)Nc3ccccc3N2O)c1
    5.2	3.1	10	5%	i	9	709	-0.28	-0.25	0.0077	-0.41	0.49	1202	-20	12	i	4	-0.6	1091
O=C1COc2ccc(N3C(=O)C=CC3=O)cc2N1
    5.0	2.3	6.5	-13%	i	40	684	-4*	1.2*	-2.2*	-1.2*	0.29	1507	4	4	i	8	1.4	916
CCOC(=O)c1c(-c2ccccc2)csc1NC(=S)NC
    6.6	3.5	9.7	-1%	i	21	701	0.25	-0.27	-0.3	-0.34	-0.39	1251	-2	-17	i	-6	·	·
O=C(Cn1ccc(C(F)(F)F)n1)Nc1cccc(S(=O)(=O)N2CCCCC2)c1
    2.2	1.3	8.7	13%	i	-17	706	0.49	-0.36	-0.059	0.29	-0.8	1307	2	8	i	1	0.7	1080
COc1cc(S(=O)(=O)N2CCC(O)(c3cccc(C(F)(F)F)c3)CC2)ccc1-n1cnnn1
    3.7	1.7	8.2	7%	i	-29	676	0.14	-0.22	0.046	0.18	-1	1174	10	9	i	-5	·	·
CCc1c(C(=O)Nc2nnc(C3CC3)s2)csc1C
    2.4	1.6	8.6	-17%	i	0	800	-0.67	-0.22	-0.99	0.0061	0.51	1188	16	-14	i	-5	-2.0	1179
Cn1ncc2c(NNC(=O)Cc3cccc4ccccc34)ncnc21
    1.5	2.3	6.9	10%	i	-1	629	0.8	-0.24	1.3	-1.2	-0.32	1385	0	-5	i	-6	-0.7	1027
Cc1ccc(S(=O)(=O)N(C)C)cc1NC(=O)COC(=O)c1n[nH]c(=O)c2ccccc12
    3.3	1.5	13	21%	i	18	698	1	-0.18	0.91	-0.66	-0.25	1293	-11	1	i	7	0.3	1090
C=CCNC(=O)c1ccccc1NC(=O)c1ccc(Cl)c(S(=O)(=O)Nc2ccccc2)c1
    2.8	1.7	6.0	23%	i	·	·	0.58	0.067	0.91	0.21	-0.1	1094	-10	0	i	15	-1.5	1390
COc1ccc(Br)cc1/C=N/NC(=O)c1ccc(OC)c(OC)c1
    2.3	1.9	11	6%	i	8	687	0.6	-0.22	-0.054	-0.83	-0.39	1222	-15	1	i	1	-2.1	1088
O=C(Oc1ccccc1-c1nnco1)c1ccccc1
    1.4	0.9	7.8	-7%	i	8	788	-0.17	-0.14	0.2	0.32	-0.19	1401	8	3	i	-1	-1.0	1104
COc1cccc(C(=O)Cn2c(NCCO)nc3ccccc32)c1
    2.8	1.6	2.9	7%	i	-3	702	-0.79	-0.25	-0.49	0.54	0.86	1253	-3	-17	i	3	-0.9	519
CCOc1cccc(C=Nc2cc(C)cc(C)c2O)c1O
    6.1	3.4	7.2	2%	i	2	643	-0.54	-0.24	-0.13	-0.13	1.2	734	21	22	i	2	-0.7	1058
COc1ccc(OCCNC(=O)c2ccccc2OCC(=O)N2CCCCC2)cc1
    3.3	1.6	5.4	-12%	i	7	711	-0.63	-0.26	-0.26	-0.14	·	·	16	-2	i	-1	-0.4	1143
Cc1ccccc1OCCn1c(=O)sc2ccccc21
    4.2	3.4	8.6	-17%	i	2	743	-0.097	-0.2	-0.027	1.3	·	·	19	1	i	-1	1.6	510
COc1cc(/C=N/Nc2nncn2/N=C/c2ccc(O)c(OC)c2)ccc1O
    3.0	3.1	4.6	-45%	i	4	657	-0.55	-0.3	0.039	0.089	0.8	1640	40	24	i	3	-3.4	1101
O=C(NCc1cccs1)C(=O)NCC(c1ccco1)N1CCN(c2ccccc2)CC1 (stereo not drawn)
    4.8	3.1	3.7	-5%	i	3	664	0.27	-0.31	0.82	-1	0.19	1243	20	17	i	5	-1.0	1029
COc1ccc(OCC(O)CNS(=O)(=O)c2ccc(C)cc2)cc1 (stereo not drawn)
    ·	·	·	4%	i	-7	654	-0.57	-0.27	-0.52	1.2	0.83	1443	·	·	·	·	-0.8	1217
Cc1ccc(Nc2nc(N/N=C/c3c[nH]c4ccccc34)nc(N3CCOCC3)n2)cc1
    6.6	2.0	7.4	-4%	i	126*	568*	0.11	-0.18	0.13	0.44	-1.4	666	38	8	i	57	16	758
OC1CCN(c2ncnc3nc[nH]c23)CC1
    2.5	1.8	3.9	9%	i	12	655	0.099	-0.1	0.18	-0.013	-1.2	1459	-15	-17	i	17	-0.1	1130
